LYPLA2 counter = blocks human lysophospholipase 2, a PME1 counter-screen | O95372 | recombinant LYPLA2, FP-Rh probe fluorescence polarization | inhibition, % at 5.9 µM | actives 0.38% (n = 320,000) | AID 2177;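 active means inhibition above the screen-wide mean plus 3 SD, limit set per campaign, cut at about 26% in these data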;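 further: 0% = LYPLA2 with DMSO and 100% = wells lacking LYPLA2 enzyme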
pPAFAH inh = inhibitors of human plasma PAF acetylhydrolase (pPAFAH). Q13093. recombinant pPAFAH, FP-rhodamine probe fluorescence polarization. inhibition, % at 3.39 µM. actives 1.5% (n = 330,000). AID 463082;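 active means inhibition above the mean inhibition across the screen plus 3 SD, cut at about 25% in these data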;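 further: inhibitors block binding of the rhodamine activity-based probe so polarization drops; 0% = enzyme with DMSO and 100% = wells lacking pPAFAH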
Target sequence (Q13093 whole entry, looked up): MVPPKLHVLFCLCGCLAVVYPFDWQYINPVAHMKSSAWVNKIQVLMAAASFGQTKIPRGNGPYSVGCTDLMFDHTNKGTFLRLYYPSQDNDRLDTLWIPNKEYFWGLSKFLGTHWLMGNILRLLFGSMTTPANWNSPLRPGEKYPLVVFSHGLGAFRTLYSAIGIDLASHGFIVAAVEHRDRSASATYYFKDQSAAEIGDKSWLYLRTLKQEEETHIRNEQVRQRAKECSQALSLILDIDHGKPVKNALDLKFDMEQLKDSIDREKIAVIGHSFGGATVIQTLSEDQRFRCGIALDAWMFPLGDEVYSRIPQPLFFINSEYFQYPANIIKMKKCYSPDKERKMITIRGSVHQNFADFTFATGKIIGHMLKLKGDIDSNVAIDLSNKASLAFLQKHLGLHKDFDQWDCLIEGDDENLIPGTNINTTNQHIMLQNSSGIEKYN
PAFAH1B2 FP inh = blocks human PAF acetylhydrolase 1b catalytic subunit 2 | P68402 | recombinant PAFAH1B2, FP-rhodamine activity probe, fluorescence polarization | inhibition, % at 3.39 µM | actives 1.2% (n = 340,000) | AID 492953;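 active means inhibition above the mean of all tested compounds plus 3 SD, cut at about 24% in these data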;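 further: 0% = enzyme with DMSO and 100% = wells lacking PAFAH1B2; many of its hits are not listed in these tables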
Target sequence (P68402 whole entry, looked up): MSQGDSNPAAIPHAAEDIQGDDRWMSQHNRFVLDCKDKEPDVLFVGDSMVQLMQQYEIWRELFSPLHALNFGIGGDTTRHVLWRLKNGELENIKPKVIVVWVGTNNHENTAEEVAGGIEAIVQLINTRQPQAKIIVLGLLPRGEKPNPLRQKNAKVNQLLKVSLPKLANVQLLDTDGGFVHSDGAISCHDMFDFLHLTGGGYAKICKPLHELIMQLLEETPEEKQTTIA
PAFAH1B3 inh = inhibitors of human PAFAH1B3. Q15102. recombinant PAFAH1B3, FP-rhodamine probe, fluorescence polarization. inhibition, % at 3.39 µM. actives 0.28% (n = 340,000). AID 492972;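 active means inhibition above the screen-wide average of all tested compounds plus 3 SD, cut at about 25% in these data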;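 further: 0% = enzyme with DMSO only and 100% = wells lacking PAFAH1B3 protein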
PREPL inhibitor = inhibits the human prolyl oligopeptidase-like enzyme | AID 2751 | inhibition, % at 5.96 µM | recombinant PREPL, fluorescence polarization activity-based probe | actives 0.68% (n = 320,000); in the data active means inhibition above about 43%;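 further: 0% = enzyme with DMSO and 100% = wells lacking enzyme; many of its hits are not listed in these tables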
PAD4 FP inh = inhibitors of human PAD4 | Q9UM07 | recombinant PAD4, RCA probe fluorescence polarization | inhibition, % at 6.36 µM | actives 0.41% (n = 330,000) | AID 485272;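 active means percent inhibition above a cutoff equal to the mean of all tested compounds plus 3 SD, cut at about 15% in these data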;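 further: 0% = PAD4 with RCA probe and DMSO and 100% = probe without PAD4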
GSTO1 counter = counter-screen for RBBP9 inhibitors: inhibitors of human GSTO1; recombinant GSTO1, activity-based probe fluorescence polarization; actives 1.1% (n = 300,000); inhibition, % at 5.96 µM; P78417; AID 1974;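 active means inhibition above the campaign mean inhibition plus 3 SD, cut at about 35% in these data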;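 further: 0% = GSTO1-1 with DMSO and 100% = wells lacking GSTO1-1 enzyme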
LYPLA1 inh = counter-screen for PME1 inhibitors: inhibitors of human LYPLA1; O75608; recombinant LYPLA1, FP-Rh probe fluorescence polarization; inhibition, % at 5.9 µM; actives 0.16% (n = 320,000); AID 2174;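 active means inhibition above the mean of all tested compounds plus 3 SD, set per campaign, cut at about 14% in these data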;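 further: inhibitors block serine hydrolase probe labeling of LYPLA1 so polarization falls; 0% = enzyme with DMSO and 100% = wells lacking LYPLA1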
PME-1 primary = blocks human protein phosphatase methylesterase 1. inhibition, % at 5.9 µM. recombinant PME-1, FP-Rh probe fluorescence polarization. actives 0.53% (n = 320,000). Q9Y570;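 active means inhibition above the campaign mean of all compounds plus 3 SD, cut at about 26% in these data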;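 further: competitive labeling of PME-1 active site by serine hydrolase directed probe; 0% = PME-1 with DMSO and 100% = wells lacking PME-1 enzyme; inhibitors block probe labeling so polarization falls and inhibition rises; many of its hits are not listed in these tables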
Target sequence (Q9Y570 whole entry, looked up): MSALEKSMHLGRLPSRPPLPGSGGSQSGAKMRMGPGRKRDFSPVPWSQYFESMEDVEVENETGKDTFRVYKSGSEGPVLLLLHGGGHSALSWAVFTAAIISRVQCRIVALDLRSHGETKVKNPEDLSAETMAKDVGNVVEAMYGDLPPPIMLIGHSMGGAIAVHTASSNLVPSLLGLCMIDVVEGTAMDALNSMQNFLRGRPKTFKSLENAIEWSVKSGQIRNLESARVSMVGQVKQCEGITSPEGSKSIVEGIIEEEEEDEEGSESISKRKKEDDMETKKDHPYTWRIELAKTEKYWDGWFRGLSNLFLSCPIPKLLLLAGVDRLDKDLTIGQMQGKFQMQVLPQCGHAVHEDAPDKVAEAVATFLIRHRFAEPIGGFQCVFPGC
Numbers without * were called inactive.

Results for COC(=O)c1cc(S(=O)(=O)NCC2CCN(Cc3ccc(F)cc3)CC2)c[nH]1 ?
LYPLA2 counter: 7; pPAFAH inh: 0; PAFAH1B2 FP inh: -1; PAFAH1B3 inh: 1; PREPL inhibitor: 0; PAD4 FP inh: 5; GSTO1 counter: -3; LYPLA1 inh: 3; PME-1 primary: 0

Results for O=C(NCCCc1ccccc1)c1ccccc1O ?
LYPLA2 counter: -6; pPAFAH inh: 3; PAFAH1B2 FP inh: 6; PAFAH1B3 inh: 2; PREPL inhibitor: 1; PAD4 FP inh: -5; GSTO1 counter: 5; LYPLA1 inh: -3; PME-1 primary: -4

What do the screens show for `CCc1c(C)sc(NC(=O)c2cc(-c3ccco3)on2)c1C#N`?
LYPLA2 counter: -2; pPAFAH inh: 7; PAFAH1B2 FP inh: 6; PAFAH1B3 inh: 4; PREPL inhibitor: 5; PAD4 FP inh: -4; GSTO1 counter: -64; LYPLA1 inh: 0; PME-1 primary: 4

How did O=[N+]([O-])c1cccc(S(=O)(=O)Nc2ccc(S(=O)(=O)NCC3CCCO3)cc2)c1 (stereo unspecified) do in these assays?
LYPLA2 counter: 3; pPAFAH inh: 2; PAFAH1B2 FP inh: -4; PAFAH1B3 inh: 4; PREPL inhibitor: -2; PAD4 FP inh: -2; GSTO1 counter: -1; LYPLA1 inh: 3; PME-1 primary: 4

How did Cc1cc(C(=O)COC(=O)c2ccc([N+](=O)[O-])o2)c(C)n1CC1CCCO1 (stereo unspecified) do in these assays?
LYPLA2 counter: 6; pPAFAH inh: 6; PAFAH1B2 FP inh: 1; PAFAH1B3 inh: 6; PREPL inhibitor: 15; PAD4 FP inh: -14; GSTO1 counter: 21; LYPLA1 inh: 2; PME-1 primary: 4

Results for Cc1cccc(-n2c(N)c(C(=O)NCCN3CCOCC3)c3nc4ccccc4nc32)c1 ?
LYPLA2 counter: 7; pPAFAH inh: 3; PREPL inhibitor: 18; PAD4 FP inh: 17*; GSTO1 counter: 37*; LYPLA1 inh: 0; PME-1 primary: 4

Results for CCCCCCc1c(C)nc(-n2[nH]c(C)c(CCO)c2=O)[nH]c1=O ?
LYPLA2 counter: 7; pPAFAH inh: 5; PAFAH1B2 FP inh: 7; PAFAH1B3 inh: 2; PREPL inhibitor: 8; PAD4 FP inh: -4; GSTO1 counter: 2; LYPLA1 inh: 1; PME-1 primary: 1

What do the screens show for `O=C(Nc1ccccc1)Nc1cccc(Cl)c1Cl`?
LYPLA2 counter: -9; pPAFAH inh: -5; PAFAH1B2 FP inh: -2; PAFAH1B3 inh: -11; PREPL inhibitor: 7; PAD4 FP inh: -4; GSTO1 counter: -8; LYPLA1 inh: -14; PME-1 primary: -10

How did COc1ccc(C(=O)C2CCN(C(=O)Nc3ccccc3C)CC2)cc1 do in these assays?
LYPLA2 counter: 5; pPAFAH inh: 2; PAFAH1B2 FP inh: 1; PAFAH1B3 inh: 3; PREPL inhibitor: 2; PAD4 FP inh: 2; GSTO1 counter: 3; LYPLA1 inh: 4; PME-1 primary: -1

What do the screens show for `CCCCCCCC(=O)OC(CN1CCCCC1)CN1CCCC1=O` (stereo unspecified)?
LYPLA2 counter: -2; pPAFAH inh: 3; PAFAH1B2 FP inh: 3; PAFAH1B3 inh: 7; PREPL inhibitor: 11; PAD4 FP inh: 2; GSTO1 counter: 7; LYPLA1 inh: -1; PME-1 primary: 1

What do the screens show for `O=C(CC1C(=O)NCCN1Cc1ccc(F)c(F)c1)NCCCn1ccnc1` (stereo unspecified)?
LYPLA2 counter: 1; pPAFAH inh: 4; PAFAH1B2 FP inh: 5; PAFAH1B3 inh: -7; PREPL inhibitor: 4; PAD4 FP inh: 0; GSTO1 counter: -4; LYPLA1 inh: 3; PME-1 primary: 0

What do the screens show for `CCOc1ncccc1C(=O)OCC(=O)c1ccc(C)c(C)c1`?
LYPLA2 counter: -2; pPAFAH inh: 13; PAFAH1B2 FP inh: 4; PAFAH1B3 inh: 1; PREPL inhibitor: 7; PAD4 FP inh: -2; GSTO1 counter: 6; LYPLA1 inh: 2; PME-1 primary: -5

How did COc1ccc(NC(=O)c2cccnc2)cc1 do in these assays?
LYPLA2 counter: -5; pPAFAH inh: -2; PAFAH1B2 FP inh: -4; PAFAH1B3 inh: 6; PREPL inhibitor: 2; PAD4 FP inh: 0; GSTO1 counter: 4; LYPLA1 inh: -3; PME-1 primary: 0

Results for CCN(CC)CCN(C(=O)c1ccc2c(c1)OCCO2)c1nc2ccc(C)cc2s1 ?
LYPLA2 counter: 1; pPAFAH inh: 5; PAFAH1B2 FP inh: 4; PAFAH1B3 inh: 2; PREPL inhibitor: 20; PAD4 FP inh: -1; GSTO1 counter: 4; LYPLA1 inh: -1; PME-1 primary: 3

What do the screens show for `CC1=C(OC(=O)c2ccccc2)C(C)(C)C(c2ccccc2)OC1=O` (stereo unspecified)?
LYPLA2 counter: 9; pPAFAH inh: 5; PAFAH1B2 FP inh: 1; PAFAH1B3 inh: -2; PREPL inhibitor: 17; PAD4 FP inh: 0; GSTO1 counter: 9; LYPLA1 inh: 1; PME-1 primary: -3

A run of entries taken from the entries so far, as a working copy:
What do the screens show for `CCCCCCCC(=O)OC(CN1CCCCC1)CN1CCCC1=O` (stereo unspecified)?
LYPLA2 counter: -2; pPAFAH inh: 3; PAFAH1B2 FP inh: 3; PAFAH1B3 inh: 7; PREPL inhibitor: 11; PAD4 FP inh: 2; GSTO1 counter: 7; LYPLA1 inh: -1; PME-1 primary: 1

What do the screens show for `O=C(CC1C(=O)NCCN1Cc1ccc(F)c(F)c1)NCCCn1ccnc1` (stereo unspecified)?
LYPLA2 counter: 1; pPAFAH inh: 4; PAFAH1B2 FP inh: 5; PAFAH1B3 inh: -7; PREPL inhibitor: 4; PAD4 FP inh: 0; GSTO1 counter: -4; LYPLA1 inh: 3; PME-1 primary: 0

What do the screens show for `CCOc1ncccc1C(=O)OCC(=O)c1ccc(C)c(C)c1`?
LYPLA2 counter: -2; pPAFAH inh: 13; PAFAH1B2 FP inh: 4; PAFAH1B3 inh: 1; PREPL inhibitor: 7; PAD4 FP inh: -2; GSTO1 counter: 6; LYPLA1 inh: 2; PME-1 primary: -5

How did COc1ccc(NC(=O)c2cccnc2)cc1 do in these assays?
LYPLA2 counter: -5; pPAFAH inh: -2; PAFAH1B2 FP inh: -4; PAFAH1B3 inh: 6; PREPL inhibitor: 2; PAD4 FP inh: 0; GSTO1 counter: 4; LYPLA1 inh: -3; PME-1 primary: 0

(listing goes on)
What do the screens show for `CNC(=O)c1ncnnc1N(C)C(=O)NCc1ccccc1`?
LYPLA2 counter: -3; pPAFAH inh: -2; PAFAH1B2 FP inh: 3; PAFAH1B3 inh: 4; PREPL inhibitor: -1; PAD4 FP inh: 1; GSTO1 counter: -1; LYPLA1 inh: -1; PME-1 primary: -5

Results for CC1CCCC(NC(=O)c2cccc(S(=O)(=O)N3CCCCC3)c2)C1C (stereo unspecified) ?
LYPLA2 counter: -8; pPAFAH inh: 2; PAFAH1B2 FP inh: 15; PAFAH1B3 inh: 6; PREPL inhibitor: -4; PAD4 FP inh: -3; GSTO1 counter: 2; LYPLA1 inh: -5; PME-1 primary: 7

Results for CCNC(=O)CCn1nc(-c2ccc(Cl)cc2)c2ccccc2c1=O ?
LYPLA2 counter: 2; pPAFAH inh: 2; PAFAH1B2 FP inh: 1; PAFAH1B3 inh: 1; PREPL inhibitor: -1; PAD4 FP inh: 3; GSTO1 counter: 8; LYPLA1 inh: -1; PME-1 primary: -2

What do the screens show for `CCC(c1nnc(SCC(=O)Nc2ccc(Cl)cc2C(F)(F)F)n1C1CCCCC1)N(C)C` (stereo unspecified)?
LYPLA2 counter: 8; pPAFAH inh: 1; PAFAH1B2 FP inh: -2; PAFAH1B3 inh: -2; PREPL inhibitor: 17; PAD4 FP inh: 1; GSTO1 counter: 2; LYPLA1 inh: -3; PME-1 primary: -4

What do the screens show for `CCN(CCCNC(=O)c1[nH]c(C)c(C(C)=O)c1C)c1ccccc1`?
LYPLA2 counter: 2; pPAFAH inh: 2; PAFAH1B2 FP inh: 5; PAFAH1B3 inh: 7; PREPL inhibitor: 13; PAD4 FP inh: 1; GSTO1 counter: -5; LYPLA1 inh: -12; PME-1 primary: 0

Results for CCC(C)NC(=O)c1cc(S(=O)(=O)N2CCCCC2)c[nH]1 (stereo unspecified) ?
LYPLA2 counter: -2; pPAFAH inh: -1; PAFAH1B2 FP inh: 1; PAFAH1B3 inh: 5; PREPL inhibitor: 1; PAD4 FP inh: -1; GSTO1 counter: 0; LYPLA1 inh: -1; PME-1 primary: 3

How did Cc1[nH]nc(N2CCCCC2)c1[N+](=O)[O-] do in these assays?
LYPLA2 counter: 4; pPAFAH inh: 5; PAFAH1B2 FP inh: 2; PAFAH1B3 inh: 3; PREPL inhibitor: 4; PAD4 FP inh: 4; GSTO1 counter: 3; LYPLA1 inh: 1; PME-1 primary: -1

What do the screens show for `COC(=O)[C@H]1[C@H]2C[C@@H]3c4[nH]c5cc(OC)ccc5c4CCN3C[C@H]2C[C@@H](OC(=O)/C=C/c2cc(OC)c(OC)c(OC)c2)[C@@H]1OC`?
LYPLA2 counter: 2; pPAFAH inh: 8; PAFAH1B2 FP inh: 2; PAFAH1B3 inh: 9; PREPL inhibitor: 7; PAD4 FP inh: -14; GSTO1 counter: 4; LYPLA1 inh: -1; PME-1 primary: 6

What do the screens show for `Nn1c(SCc2nc3ccccc3[nH]2)nnc1-c1ccccc1`?
LYPLA2 counter: -2; pPAFAH inh: 1; PAFAH1B2 FP inh: 5; PAFAH1B3 inh: 2; PREPL inhibitor: 0; PAD4 FP inh: 3; GSTO1 counter: 1; LYPLA1 inh: -5; PME-1 primary: 0

What do the screens show for `CC(OC(=O)c1cccc(N2C(=O)c3ccccc3C2=O)c1)C(=O)Nc1ccc(N(C)C)cc1` (stereo unspecified)?
LYPLA2 counter: -1; pPAFAH inh: -5; PAFAH1B2 FP inh: -5; PAFAH1B3 inh: 0; PREPL inhibitor: 7; PAD4 FP inh: -6; GSTO1 counter: 3; LYPLA1 inh: -7; PME-1 primary: 1

How did CC1Cc2ccccc2N1CC(=O)NC(=O)NC1CCCC1 (stereo unspecified) do in these assays?
LYPLA2 counter: 8; pPAFAH inh: 7; PAFAH1B2 FP inh: 9; PAFAH1B3 inh: 5; PREPL inhibitor: 20; PAD4 FP inh: 1; GSTO1 counter: -3; LYPLA1 inh: 2; PME-1 primary: 0

What do the screens show for `COc1ccc(NC(=O)C2(N(C(=O)Cn3nnnc3N)c3ccc(OC)cc3)CCCCC2)cc1`?
LYPLA2 counter: 9; pPAFAH inh: 3; PAFAH1B2 FP inh: -1; PAFAH1B3 inh: 11; PREPL inhibitor: 8; PAD4 FP inh: -4; GSTO1 counter: 9; LYPLA1 inh: 5; PME-1 primary: -8

How did CC1=CC(C)(C)N(S(=O)(=O)c2ccc(C)cc2)c2ccccc21 do in these assays?
LYPLA2 counter: -1; pPAFAH inh: 6; PAFAH1B2 FP inh: 7; PAFAH1B3 inh: 12; PREPL inhibitor: 7; PAD4 FP inh: -1; GSTO1 counter: 4; LYPLA1 inh: -1; PME-1 primary: 3

Screening results: PubChem, The Scripps Research Institute Molecular Screening Center

An excerpt; count on the stated rates, not on these rows.
